High-throughput results (PubChem BioAssay)
DT40 TDP1 CPT = qHTS for Inhibitors of human tyrosyl-DNA phosphodiesterase 1 (TDP1): qHTS in cells in presence of CPT | 420,000 compounds, 12% hits | Potency, µM (titrated, usually from 46.2 µM), for the others: at the top dose activity change, negative = growth inhibition, actives largely listed as inhibitors | chicken DT40 Tdp1-/-;hTDP1 cells + 20 nM CPT, ATP luminescence, 48 h; also: nearly all actives have a fitted effect of over 55% in size
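Chicken DT40 Tdp1-/- cells complemented with human TDP1, 400 cells/well, exposed to compounds plus 20 nM camptothecin for at least 48 h at 37 C; viability read as ATP content by CellTiter-Glo luminescence.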
DT40 TDP1 no CPT = qHTS for Inhibitors of human tyrosyl-DNA phosphodiesterase 1 (TDP1): qHTS in cells in absence of CPT. DT40 Tdp1-/- hTDP1 cells, no CPT, ATP luminescence, 48 h. Potency, µM (top dose mostly 46.2 µM), for inactives: top-dose activity change, negative = growth inhibition, usual class: inhibitors. 420,000 compounds, 15% hits; also: nearly all actives have a fitted effect of over 55% in size
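No-CPT arm: Tdp1-/-;hTDP1 DT40 cells (400/well) plus compounds, incubated ≥48 hr at 37 °C. Readout CellTiter-Glo luminescence.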
TDP1 block = qHTS Assay for Inhibitors of Tyrosyl-DNA Phosphodiesterase (TDP1); Potency, µM (doses to about 130 µM), without a hit: at the highest dose activity change, negative = inhibition, actives largely listed as inhibitors; AID 485290, 2010; 350,000 compounds, 0.28% hits; recombinant TDP1, AlphaScreen DNA substrate cleavage; Tyrosyl-DNA phosphodiesterase 1 (Homo sapiens), Q9NUW8; also: nearly all actives have a fitted effect of over 40% in size
Target sequence (Q9NUW8 whole entry, looked up): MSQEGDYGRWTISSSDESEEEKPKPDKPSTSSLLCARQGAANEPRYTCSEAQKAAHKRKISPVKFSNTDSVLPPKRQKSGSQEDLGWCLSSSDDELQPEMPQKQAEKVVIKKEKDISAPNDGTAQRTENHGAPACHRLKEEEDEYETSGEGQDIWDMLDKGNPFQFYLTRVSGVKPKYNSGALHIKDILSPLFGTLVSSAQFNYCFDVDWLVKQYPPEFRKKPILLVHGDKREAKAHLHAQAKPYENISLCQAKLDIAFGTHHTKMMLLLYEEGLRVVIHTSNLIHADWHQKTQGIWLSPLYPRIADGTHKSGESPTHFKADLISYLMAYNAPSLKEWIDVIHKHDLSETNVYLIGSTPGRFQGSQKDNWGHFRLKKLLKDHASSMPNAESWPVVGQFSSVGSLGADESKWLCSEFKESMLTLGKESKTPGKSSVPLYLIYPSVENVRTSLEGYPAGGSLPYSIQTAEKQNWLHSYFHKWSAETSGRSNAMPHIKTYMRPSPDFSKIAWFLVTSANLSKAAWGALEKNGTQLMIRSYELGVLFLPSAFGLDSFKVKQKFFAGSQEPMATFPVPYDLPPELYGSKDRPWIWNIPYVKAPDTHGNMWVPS
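AlphaScreen read-out: signal falls as enzyme removes the 3' tyrosine-FITC from a 5'-biotinylated DNA oligo (15 nM, 5 min, RT). Enzyme was E. coli-made recombinant Tdp1 at 1 nM, exposed to compound for 15 min beforehand; beads 10 ug/ml, 10 min.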
Numbers without * were called inactive; ? = inconclusive; . = not tested or not shown; & = joins results of further samples; [ ] = remark or other dose. Calls follow the shape of the dose curve; as a rule, active = well fitted curve in the direction sought with a large enough effect; inconclusive = small, poorly fitted or top-dose-only effect, or another doubt; inactive = no such curve, though single readings can be large; an effect the other way counts as inactive or inconclusive. % is scaled to controls: 0 for no effect and ±100 for the full control effect; potency is read from the fitted curve at half-maximal effect.

SMILES	DT40 TDP1 CPT	DT40 TDP1 no CPT	TDP1 block
c1ccc(Nc2ccc(-n3ccnc3)nn2)cc1	-17%	-12%	2%
COc1ccc(N2C(=O)C3CCCN3C2c2ccc(C)o2)cc1Cl (stereo not drawn)	?	1%	7%
Cc1ccc(CCNC(=O)c2ccc3nc(N4CCC(C)CC4)sc3c2)cc1	?	?	0%
C=CCN1C=C(C(C)=O)C(=O)CC1	-1%	-5%	.
COC(=O)C1=C(C)Nc2ncnn2C1c1ccc(OC(=O)c2ccccc2)cc1 (stereo not drawn)	8.2µM*	?	-2%
Nc1nc2cc(S(=O)(=O)N3CCOCC3)ccc2o1	23µM*	?	2%
O=C(NC1CCCCC1)C(c1ccc(C(F)(F)F)cc1)n1c(=O)c(-c2ccccc2)nc2ccccc21 (stereo not drawn)	?	13µM*	.
C/C(CC(=O)Nc1ccc2c(c1)OCCO2)=N\NC(=O)COc1ccc(Cl)c(C)c1	-6%	-19%	3%
O=C(C1CCCO1)N1CCN(C(=S)Nc2ccccc2Cl)CC1 (stereo not drawn)	?	13%	2%
O=C(O)CCC(=O)c1ccc2c(c1)CCCC2	-25%	-16%	2%
Cc1nc2ncnn2c(C)c1CCC(=O)N1CCOCC1	-3%	24%	4%
C=CCC(NCCCO)c1cccc(OC)c1OC (stereo not drawn)	3%	-8%	3%
C/C(Cl)=C/Cc1c(C)[nH]c2c(ccc3ccccc32)c1=O	?	23µM*	.
COc1ccc(CNS(=O)(=O)c2ccc(F)c(C(=O)Nc3ccccc3OC)c2)cc1	-11%	-1%	0%
NC(=S)N/N=C1/CCSc2ccc3ccccc3c21	3.7µM*	2.6µM*	8%
N#CCC(=O)Nc1ccc(C(=O)OCC(=O)Nc2ccc3ccccc3c2)cc1	-4%	8%	-5%
C=CCc1ccccc1OCC(=O)N/N=C/c1ccc(OC(C)=O)cc1OC(C)=O	5.8µM*	6.5µM*	8%
O=C(C1CCN(S(=O)(=O)c2cccc3nonc23)CC1)N1CCN(c2cccc(Cl)c2)CC1	26µM*	15µM*	0%
CCCCCCCCCCCC(=O)O[C@H](CC(=O)O)C[N+](C)(C)C	-1%	-7%	9%[56.1 µM]
CC(C)C(=O)O/N=C(\N)c1ccccn1	-1%	0%	0%

Brought forward from above: 5 entries; new compounds follow.
SMILES	DT40 TDP1 CPT	DT40 TDP1 no CPT	TDP1 block
N#CCC(=O)Nc1ccc(C(=O)OCC(=O)Nc2ccc3ccccc3c2)cc1	-4%	8%	-5%
C=CCc1ccccc1OCC(=O)N/N=C/c1ccc(OC(C)=O)cc1OC(C)=O	5.8µM*	6.5µM*	8%
O=C(C1CCN(S(=O)(=O)c2cccc3nonc23)CC1)N1CCN(c2cccc(Cl)c2)CC1	26µM*	15µM*	0%
CCCCCCCCCCCC(=O)O[C@H](CC(=O)O)C[N+](C)(C)C	-1%	-7%	9%[56.1 µM]
CC(C)C(=O)O/N=C(\N)c1ccccn1	-1%	0%	0%
CCn1ncc(Cl)c1C(=O)Nc1cc([N+](=O)[O-])ccc1OC	10%	-1%	1%
Cc1cc(C)n(CC(O)Cn2c3ccc(Cl)cc3c3cc(Cl)ccc32)c(=O)n1 (stereo not drawn)	?	-22%	3%
O=C(COC(=O)c1cccc(S(=O)(=O)N2CCOCC2)c1)Nc1ccc(Cl)cn1	1%	-14%	0%
O=S(=O)(c1ccccc1)N1CCC(=NO)CC1	3%	0%	0%
NC(=O)C1(Nc2ccc(-c3ccccc3)cc2)CCCC1	-22%	-33%	.
NC(c1ccccc1)c1csc(NC(=O)NCCc2ccccc2)n1 (stereo not drawn)	?	?	.
Brc1cccc(-c2nc3c4ccccc4ccn3c2CC2CCCCC2)c1	4%	-23%	.
Cc1cc(C(=O)NC2CCCN(Cc3ccccc3F)C2)no1 (stereo not drawn)	-20%	-28%	2%
CCOc1ccc(OCc2cccc(C(=O)O)c2)cc1	15µM*	8.2µM*	1%
CC1(c2nnc(-c3cccc(Cl)c3)o2)CC(c2ccc(F)cc2)=NO1 (stereo not drawn)	-22%	-20%	.

Full records, quoted from the list. Order of screens: DT40 TDP1 CPT | DT40 TDP1 no CPT | TDP1 block
Shown for `Cc1cc(C)n(CC(O)Cn2c3ccc(Cl)cc3c3cc(Cl)ccc32)c(=O)n1` (stereo not drawn) : ? | -22% | 3%
Shown for `NC(=O)C1(Nc2ccc(-c3ccccc3)cc2)CCCC1` : -22% | -33% | .

Back to the main list with the two entries that preceded the break.
SMILES	DT40 TDP1 CPT	DT40 TDP1 no CPT	TDP1 block
CCOc1ccc(OCc2cccc(C(=O)O)c2)cc1	15µM*	8.2µM*	1%
CC1(c2nnc(-c3cccc(Cl)c3)o2)CC(c2ccc(F)cc2)=NO1 (stereo not drawn)	-22%	-20%	.
O=C(OCc1nnc(-c2ccccc2)o1)C12CC3CC(CC(Br)(C3)C1)C2	-30%	?	-5%
O=c1c(-c2ccccc2)c(O)c2cccc3c2n1CCC3	-3%	-8%	4%
O=C(NCCN1CCCCC1)c1ccc(Oc2cc(Cl)cc(Cl)c2)o1	?	?	8%
CN(C)Cc1c(O)ccc2occ(C(O)c3ccccc3)c12 (stereo not drawn)	1%	?	4%
CCOc1ccc(C(=O)c2oc3ccccc3c2NC(=O)c2cc(-c3ccccc3)on2)cc1	1%	-3%	3%
Cc1noc(C)c1C(=O)OCC(=O)NC(=O)c1ccc(C(C)(C)C)cc1	?	12%	.
Cc1nc2ccc(S(=O)(=O)N3CCCCC3)cc2s1	0%	-11%	.
Cc1ccc(NC(=O)CN2C(=O)NC3(CCCCC3)C2=O)cc1S(=O)(=O)N1CCOCC1	-24%	?	1%
O=C(N/N=C/c1cccs1)c1cccc(NC(=O)c2ccccc2Cl)c1	1%	-20%	-1%
CC(OC(=O)c1ccc(CN2CCCC2=O)cc1)C(=O)Nc1ccc(Cl)cc1 (stereo not drawn)	?	?	0%
CCC(C)NC(=O)CN(c1ccc(OC)cc1)S(=O)(=O)c1ccccc1 (stereo not drawn)	?	?	-3%
C/C(=N/NC(=O)c1ccccn1)c1ccncc1	-6%	-5%	.
C/C(=N\NC(=O)c1ccccc1Br)c1ccc(N2CCOCC2)cc1	6%	1%	5%
Nc1nc2cc(Br)ccc2o1	1%	-7%	.
COc1ccc2oc(C(=O)OCC(=O)N(CC(C)C)c3c(N)n(Cc4ccccc4)c(=O)[nH]c3=O)c(C)c2c1	?	16µM*	2%[0.505 µM]
S=C(Nc1ccccc1)N1CCCN1c1ccccc1	0%	-26%	-4%
O=C(NCc1ccc(F)cc1)c1c(O)nc2ccccn2c1=O	?	21µM*	4%
O=C(Nc1ccc(Cl)cc1)Nc1nnc(CSCc2ccc(Cl)cc2)s1	2.6µM*	4.1µM*	3%
Cc1nc(NCCN2CCOCC2)c2oc3ccccc3c2n1	6%	-18%	0%
O=C(CSc1nnc(-c2cccnc2)s1)Nc1ccnc2ccccc12	1.2µM*	0.52µM*	5%
COc1cc(/C=N/NC(=O)CNC(=O)c2ccco2)ccc1O	-9%	-24%	5%
Cc1cccc(OCCc2nnc(N)s2)c1C	2%	-22%	-1%
Cc1ccc(C(=O)NC(=S)c2c(C)cc3ccccn23)cc1	?	?	.
O=C1c2cccc3cccc(c23)C(=O)N1OS(=O)(=O)c1ccc(Cl)cc1	?	18µM*	3%
Cc1ccnc2nc(NC(=O)c3ccccc3Cl)nn12	0%	2%	2%
O=c1c2ccccc2nc(-c2ccc(Cl)cc2)n1CCCCOc1ccc(F)cc1	-19%	-10%	.
Cc1sc2nc(COC(=O)c3c(F)cccc3F)[nH]c(=O)c2c1C	-8%	?	2%
COc1ccccc1CNC(=O)C(=O)NCC(c1ccco1)S(=O)(=O)c1ccc(F)cc1 (stereo not drawn)	21µM*	?	8%
CC(=O)Nc1ccc(Nc2nc3ccc(C)cc3n3nnnc23)cc1	6.5µM*	6.5µM*	8%
NS(=O)(=O)c1cc2c(cc1Cl)NC(C(Cl)Cl)NS2(=O)=O (stereo not drawn)	4%	-4%	-3%
Cc1noc(C)c1C(=O)Nc1ccccc1N1CCCC1	?	?	3%
CC(C)CN(C(=O)CSc1nnc2c(Cl)cc(C(F)(F)F)cn12)C1CCS(=O)(=O)C1 (stereo not drawn)	-2%	-27%	2%
O=C1/C(=C/c2ccco2)CCC1C1CCCC1 (stereo not drawn)	-12%	-4%	-6%
COc1cc2cc(C(=O)N3CCC(Cc4ccccc4)CC3)[nH]c2cc1OC	-19%	-2%	.
Cc1noc(C)c1S(=O)(=O)N(C)C[C@@H]1OCc2cn(nn2)CCCC(=O)N([C@@H](C)CO)C[C@H]1C	-7%	-21%	.
Cc1ccc(NC(=O)CN2C(=O)c3cccnc3Sc3ccccc32)c(Br)c1	?	?	0%
O=C(NCCc1ccc(Cl)cc1)C1CCCN(c2ncnc3c2nc2n3CCCCC2)C1 (stereo not drawn)	?	?	5%
CCn1c(=O)n(CC)c2cc(N3CCCC3)c(NC(=O)Nc3cc(C)cc(C)c3)cc21	21µM*	18µM*	5%
Cc1ccc2nc(-c3ccsc3)c(Nc3ccc(C(C)C)cc3)n2c1	-19%	-9%	0%
O=C(CSCc1c(Cl)cccc1Cl)NCc1cccnc1	-13%	-12%	2%
Cc1nc2cc3c(=O)n(C)cnc3cc2n1Cc1ccccc1	-15%	16µM*	.
O=C(NCCS(=O)(=O)N1CCN(c2ccc(F)cc2)CC1)C1CC(=O)N(c2ccccc2)C1 (stereo not drawn)	-5%&10%	13%&-25%	0%&2%
Cc1nc2ccccc2n1Cc1n[nH]c(=S)n1-c1ccc(Cl)cc1	1%	-12%	5%
COc1ccc(CCNC(=O)CSc2nc3scc(-c4ccccc4)c3c(=O)[nH]2)cc1	?	?	1%
Cc1ccc(C)c(-n2sc3ccc(F)cc3c2=O)c1	3.3µM*	3.7µM*	0%
COc1ccc(NC(=O)COC(=O)c2ccncc2)c(OC)c1	34%[activator]	-9%	5%
COc1ccccc1CNS(=O)(=O)c1c(C)cc(C)cc1C	?	?	.
COc1ccc(C(=O)Nc2nc3ccccc3[nH]2)cc1S(=O)(=O)N1CCOCC1	-14%	-17%	0%
O=c1c(-c2cc(F)cc(F)c2)nc2cnc(N3CCOCC3)nc2n1Cc1ccc(F)cc1	9%	20%	.
COc1cccc(Nc2ncc3nc(-c4ccccc4)c(=O)n(C4CC4)c3n2)c1	0%	-6%	.
The list continues.
SMILES	DT40 TDP1 CPT	DT40 TDP1 no CPT	TDP1 block
CCNc1nc(N)c(C(=O)c2ccc(Cl)s2)s1	-1%	1%	5%
Nc1ccc(Oc2ccc(Br)cc2)cc1	-2%	-19%	8%
CN(c1cc2c(c3c1ccn3C)C1CCC2O1)C1CCCCC1 (stereo not drawn)	?	?	.
COc1ccc(N2CC(C(=O)NCCC3=CCCCC3)CC2=O)c(OC)c1 (stereo not drawn)	-3%	-3%	1%
O=C(C1CCCN(c2ncnc3c2nc2n3CCCCC2)C1)N1CCN(c2ccccc2)CC1 (stereo not drawn)	?	2.1µM*	6%
CCOC(=O)c1c(NC(=O)COC(=O)c2ncc(Cl)c(Cl)c2Cl)sc(C(=O)N(C)C)c1C	?	-24%	-10%
CCCc1cc(C(=O)Nc2ccc(F)c(Cl)c2)no1	-26%	?	9%
CCOc1cccc(-c2cc(-c3n[nH]c(=S)n3CC)c3ccccc3n2)c1	-23%	?	12%
Cc1ccc(C(=O)Nc2ccc(SC(F)F)cc2)s1	?	?	2%
S=C(c1ccc2c(c1)OCO2)N1CCCCC1	-13%	-19%	1%
COc1cccc(CNC(=O)CN(c2ccc(C)cc2)S(=O)(=O)N(C)C)c1OC	-14%	-17%	1%
COc1ccc(C(=O)NCc2nnc(SCC(=O)N3CCC(C)CC3)o2)cc1OC	6%	-20%	1%
CCNC(=S)NNc1nc(N2CCOCC2)nc(N2CCOCC2)n1	-7%	-16%	1%
c1ccc(Sc2ncccn2)nc1	0%	7%	6%
COc1ccc(CCNc2ccc([N+](=O)[O-])cn2)cc1	?	-9%	.
Cn1c(=O)n(C)c2cc(/C=N/NC(=O)c3ccc(Cl)cc3)ccc21	?	?	.
CCOC(=O)N1CCN(C(=O)/C(=C/c2ccccc2OC)NC(=O)c2ccccc2)CC1	-17%	-11%	6%
CCN(CC(=O)Nc1c(F)cccc1F)C(=O)CCN1C(=O)C2CC=CCC2C1=O (stereo not drawn)	14%	8%	1%
CC(C)CN(C(=O)c1ccc(S(=O)(=O)N2CCOCC2)cc1)C1CCS(=O)(=O)C1 (stereo not drawn)	-36%	-23%	-4%
CCc1cc(C(=O)N2CCN(S(=O)(=O)c3ccc(Cl)cc3)CC2)sc1C	?	?	2%
